# HEK293 tox – kills HEK 293 cells. HEK 293 viability, ATP luminescence (CellTiter-Glo), 48-72 h. Potency, µM (doses to about 115 µM), for inactives: top-dose activity change, negative = cytotoxicity, most hits filed as inhibitors. 6.6% of 94,000 active. AID 1345083; note: potency is the fitted concentration of half-maximal effect; nearly all actives have a fitted effect of over 60% in size
#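 HEK 293 cells seeded at 250 cells/well were exposed to compound for 48 or 72 hr at 37 degree Celsius. Viability taken as ATP content by CellTiter-Glo luminescence.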
# GPT2 inhibitor – GPT2 alanine aminotransferase inhibition; Q8TD30; Recombinant GPT2, coupled pyruvate oxidase/HRP Amplex Red fluorescence; Potency, µM (doses to about 57.7 µM), for the others: at the highest dose activity change, negative = inhibition, hits mostly inhibitors; 0.25% of 100,000 active; AID 1671188; note: potency is the fitted concentration of half-maximal effect; nearly all actives have a fitted effect of over 60% in size; many of its hits are not listed in these tables
#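 Fluorescence read-out: pyruvate from GPT2 turnover coupled to pyruvate oxidase, HRP and Amplex Red (0.2mM ThPP, 0.2U/mL PO and HRP, 50uM Amplex final). Substrates 250uM a-KG, 2mM L-alanine; enzyme 10ng/uL; 30 min RT.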
# SNCA expr inh – inhibitors of alpha-synuclein (SNCA) gene expression | HEK-293 SNCA-luciferase knock-in, luminescence, 24 h | Potency, µM (doses to about 57.2 µM), inactives show at the highest dose activity change, negative = inhibition, hits mostly inhibitors | 0.17% of 140,000 active;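 note: potency is the fitted concentration of half-maximal effect; plate controls were DMSO cells for no effect and cell-free wells for full effect; nearly all actives have a fitted effect of over 45% in size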
# HEK293 viab – counter-screen for SNCA expression inhibitors: cell viability; HEK-293-SNCA-luc viability, GF-AFC fluorescence, 24 h; Potency, µM (highest dose often 57.1 µM), for inactives: at the highest dose activity change, negative = cytotoxicity, usual class: cytotoxic; 0.12% of 150,000 active; AID 1671193;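 note: potency is the fitted concentration of half-maximal effect; 0% = DMSO-treated cells and -100% = medium-only wells without cells; nearly all actives have a fitted effect of over 30% in size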
#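 Cytotoxicity counterscreen: after 24 h compound treatment of genome-edited SNCA-luciferase HEK-293 cells, live-cell protease substrate GF-AFC read by fluorescence after 30 min; activity scaled between DMSO (0%) and medium-only (-100%), curves Hill-fitted.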
# NIH3T3 tox – kills NIH 3T3 cells; NIH 3T3 viability, CellTiter-Glo ATP luminescence, 48-72 h; Potency, µM (titrated, usually from 96.7 µM), for inactives: at the highest dose activity change, negative = cytotoxicity, most hits filed as inhibitors; 4.3% of 94,000 active; note: potency is the fitted concentration of half-maximal effect; nearly all actives have a fitted effect of over 55% in size
#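 Luminescent ATP readout (CellTiter-Glo, 10 min RT) after 48 or 72 hr compound exposure of NIH 3T3 cells seeded at 400 cells/well in 1536-well format; quantitative HTS.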
# FLuc inh – Photinus pyralis luciferase inhibition | purified P. pyralis luciferase, luminescence, biochemical | Potency, µM (titrated, usually from 115 µM), without a hit: at the top dose activity change, negative = inhibition, usual class: inhibitors | 2.5% of 76,000 active | AID 1347043; note: potency is the fitted concentration of half-maximal effect; nearly all actives have a fitted effect of over 65% in size
# Target sequence (P08659 whole entry, looked up): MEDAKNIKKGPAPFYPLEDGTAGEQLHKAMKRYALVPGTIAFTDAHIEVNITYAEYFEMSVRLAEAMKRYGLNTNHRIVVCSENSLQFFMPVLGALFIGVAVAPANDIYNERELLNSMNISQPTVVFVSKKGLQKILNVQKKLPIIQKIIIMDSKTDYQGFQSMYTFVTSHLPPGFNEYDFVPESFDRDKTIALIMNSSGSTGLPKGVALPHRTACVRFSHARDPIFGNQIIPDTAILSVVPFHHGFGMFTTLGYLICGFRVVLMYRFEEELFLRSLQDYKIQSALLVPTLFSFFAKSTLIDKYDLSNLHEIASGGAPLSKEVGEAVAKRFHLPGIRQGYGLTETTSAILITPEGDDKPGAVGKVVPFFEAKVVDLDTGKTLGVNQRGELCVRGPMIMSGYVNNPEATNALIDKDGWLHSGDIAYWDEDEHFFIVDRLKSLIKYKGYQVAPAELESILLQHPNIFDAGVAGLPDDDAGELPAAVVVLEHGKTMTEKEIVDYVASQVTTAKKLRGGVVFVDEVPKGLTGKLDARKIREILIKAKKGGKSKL
#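 Luminescence read by CCD imager after adding enzyme (10nM final) to wells holding compound, titrated in qHTS. Substrates 10uM each D-luciferin and ATP; buffer 50mM Tris acetate pH 7.5, 10mM Mg acetate, Tween-20, BSA.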
# IP6K1 inhibitor – inhibitors of human IP6K1 | activity change, % (series mostly up to about 58 µM) | 0.81% of 140,000 active | IP6K1 kinase, ADP-Glo luminescence, 2 h; active compounds read low | AID 1645851; in the data active = activity change below about -25%
# Target sequence (Q92551 whole entry, looked up): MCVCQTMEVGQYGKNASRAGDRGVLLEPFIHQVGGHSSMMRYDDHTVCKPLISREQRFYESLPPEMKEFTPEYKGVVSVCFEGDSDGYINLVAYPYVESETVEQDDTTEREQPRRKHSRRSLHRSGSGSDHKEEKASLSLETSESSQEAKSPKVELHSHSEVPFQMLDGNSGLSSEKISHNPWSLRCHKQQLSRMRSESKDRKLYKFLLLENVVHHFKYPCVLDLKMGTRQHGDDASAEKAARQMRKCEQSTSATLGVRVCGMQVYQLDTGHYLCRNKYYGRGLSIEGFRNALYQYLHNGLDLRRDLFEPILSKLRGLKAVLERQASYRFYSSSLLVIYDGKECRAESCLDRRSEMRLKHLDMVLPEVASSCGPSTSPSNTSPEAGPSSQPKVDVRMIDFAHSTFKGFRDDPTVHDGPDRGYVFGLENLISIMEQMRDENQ
#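 ADP-Glo luminescence measures ADP made by human IP6K1 during a 2 h RT reaction with ATP/IP6 (mix at 1.3 mM/130 uM); top library doses 57.5 and 19.1 uM final.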
# * marks the source's active call; other numbers are inactive results; i = inactive; u = inconclusive; x = not tested or not shown; [ ] = another dose, or the depositor's remark. Unless noted, calls come from the whole dose curve; as a rule, active = well fitted curve in the direction sought with a large enough effect; inconclusive = small, poorly fitted or top-dose-only effect, or another doubt; inactive = no such curve, though single readings can be large; an effect the other way counts as inactive or inconclusive. Unless noted, % is set by controls: 0 for no effect and ±100 for the full control effect.
SMILES,HEK293 tox,GPT2 inhibitor,SNCA expr inh,HEK293 viab,NIH3T3 tox,FLuc inh,IP6K1 inhibitor
COC[C@@H]1CN(C(=O)c2ccc3ccccc3n2)C[C@H]1c1nc(C)no1,4%,i,17%,-12%,3%,1%,-3
CN1C[C@@H](NC(=O)NC2CCCCC2)C[C@H]1c1nc(-c2cccnc2)no1,i,0%[88.5 µM],10%[87.6 µM],2%[87.6 µM],2%[174 µM],-1%[172 µM],-4
O=C1CC2(CCN(CC3CCCCC3)CC2)Oc2ccccc2N1c1ccccc1,u,i,-3%,-20%,u,-5%,-3
COc1ccc(-c2nc3ccccc3o2)cc1NC(=O)c1ccc(-c2ccc(Br)cc2)o1,x,x,-1%,-7%,x,x,5
Cc1cc(C)cc(C(=O)N2CCC(n3cc(-c4nc(C)no4)nn3)CC2)c1,-13%,1%,0%,5%,-30%,0%,1
O=C(NCc1cccc(F)c1)c1nc2c(o1)CCN(Cc1cccc(Cl)c1)CC2,u,-12%[88.5 µM],-18%[87.6 µM],-21%[87.6 µM],u,-9%[172 µM],7
Cc1noc2c(NCCCn3ccnc3)cc(-c3cccs3)nc12,u,-11%[88.5 µM],50%[activator][87.6 µM],-2%[87.6 µM],u,3%[172 µM],-1
O=C1NCCCCCN(C(=O)C2CC2)[C@H]2CCCC[C@@H]12,-15%,i,-4%,-1%,-4%,5%,7
CCN(Cc1ccccc1)C(=O)C1CCN(c2cnn(C)c(=O)c2)C1 (stereo not given),-3%,i,-7%,16%,-28%,x,3
CCCCc1ccc(Nc2cc(C)nc(-n3nc(C)cc3C)n2)cc1,x,x,u,-17%,x,x,-5
O=C(c1ccccc1)N1CCCC(C(=O)N2CCC(N3CCOCC3=O)CC2)C1 (stereo not given),4%,-2%,46%[activator],-9%,-4%,x,18
COc1ccc2[nH]c(C[C@@H]3C[C@@H](C(C)C)[C@H](CNC4CCN(C(C)=O)CC4)C=C3C)nc2n1,u,-10%,1%,-14%,u,3%,-3
Cn1ccc(NC(=O)[C@@H]2C[C@@H](c3ccc(F)cc3)N([S+](=O)([O-])c3ccccc3)C2)n1,u,u,9%[87.6 µM],-6%[87.6 µM],-20%[138 µM],2%[172 µM],19
COc1ccc(/C=C(\C#N)c2nc3ccccc3c(=O)[nH]2)cc1OC,x,x,-5%,-17%,x,x,-14
COc1cccc(CNC(=O)CN2C(=O)NC3(CCCCC3)C2=O)c1,0%,-6%,-24%,-2%,-10%,-6%,4
O=C(Nc1ccc(Br)cc1F)C(NS(=O)(=O)c1cccc2nsnc12)c1ccccc1 (stereo not given),x,x,37%[activator],-4%,x,x,16
COc1ccc(NC(=O)C2CN(S(=O)(=O)c3cccnc3)CC23CCCCC3)cc1F (stereo not given),u,i,-18%,-3%,u,12%,30
CC1(C)CCCC2(C)C(CO)C(CO)=CCC12 (stereo not given),x,5%,x,-6%,x,x,-12
Cc1nc2nncn2c(NCc2ccc(F)cc2)c1C,x,x,0%,-3%,x,x,-7
O=C(NCc1ccccc1)C1(Oc2ccc(Cl)cc2)CCNCC1,u,3%,16%,-2%,u,2%,27
Cc1ccc2nc(CO[C@H]3CN(Cc4ccc(C(=O)O)cc4)C[C@H]3F)[nH]c2c1,-5%[172 µM],i,u,8%[87.6 µM],i,u,-13
Cc1ncccc1-c1nc2cc(C(=O)NC3CC3)ccc2o1,u,i,4%[87.6 µM],2%[87.6 µM],89µM*,x,18
CCOc1ccccc1C1NC(=O)N(CC(=O)Nc2ccc(C)c(C)c2)C2=C1C(=O)OC2 (stereo not given),u,4%,u,4%,-18%,u,7
O=S(=O)(NCc1nc2cccnc2n1Cc1ccccc1Cl)c1ccc(F)c(Cl)c1,x,x,u,u,x,x,-6
COc1ccc(N(C(=O)Cn2nnc3ccccc32)C(C(=O)NCc2ccccc2)c2ccc(F)cc2)cc1 (stereo not given),x,x,-14%,-4%,x,x,-4
COc1ccc(CC(=O)Nc2sc3c(c2C(=O)Nc2cccc(Cl)c2)CCCCC3)cc1,x,x,u,u,x,x,-13
O=C(NCCCn1nnc2ccccc21)C1NCCc2[nH]cnc21 (stereo not given),-15%,-15%,2%,4%,-2%,-5%,6
O=C1NCCCCCN(C(=O)Nc2ccccc2F)[C@H]2CCCC[C@@H]12,i,-6%,-7%,-3%,-4%,-2%,-9
CC(C)O[C@@H]1O[C@H](CO)[C@@H](O)[C@H](O)[C@H]1O,x,u,x,5%,x,x,-8
COc1ccc(CC(=O)N2CCc3nc(-c4cccnc4)[nH]c3C2)cc1,u,u,-25%,0%,-7%,8%,2
O=C1CC(c2ccccc2)N(C(=O)c2ccoc2)CCCCCN1 (stereo not given),i,i,49%[activator],-22%,i,-2%,1
Cc1cc(C2CC(C(=O)NCc3cccc(F)c3)CN(C(=O)C3CC3)C2)ccc1F (stereo not given),u,-15%,-9%,4%,u,-6%,11
Cc1cccc(N(C)c2ccc3nnc(-c4cc(C(=O)N(C)C)ccn4)n3n2)c1,-27%[172 µM],3%[88.5 µM],-1%[87.6 µM],-1%[87.6 µM],u,-26%[172 µM],-14
Cn1cc(CN2CCCC23CCN(c2ncccn2)CC3)c(-c2ccccc2)n1,-8%,i,7%,-9%,-11%,0%,15
CN(C)C(=O)C1=NOC2CN(C(=O)c3ccn(C)n3)CC12 (stereo not given),i,-5%[88.5 µM],-17%[87.6 µM],6%[87.6 µM],-1%[138 µM],x,-1
Cc1ccc(Cl)cc1N1CCN(C(=O)Cn2ncc3c([nH]c4ccccc43)c2=O)CC1,x,x,10%,-9%,x,x,10
O=[S+]([O-])(c1ccncc1)c1nnn2c1nc(NC1CCCC1)c1ccccc12,0%,-17%,-7%,11%,-21%,x,2
O=C1CCCN1CC1CCN(C(=O)c2ccc(N3CCC(CO)C3)nc2)CC1 (stereo not given),i,5%,-5%,4%,-1%,6%,5
CCn1cnnc1CC1CCN(C(=O)NCc2ccccc2)C1 (stereo not given),9%,i,2%,-12%,-2%,-2%,7
Cc1ccc(NC(=O)c2c(C)nn(-c3ccccc3)c2-n2cccc2)c(Cl)c1,x,x,0%,2%,x,x,-12

# Overlap with the part before: 6 compounds; new compounds follow.
SMILES,HEK293 tox,GPT2 inhibitor,SNCA expr inh,HEK293 viab,NIH3T3 tox,FLuc inh,IP6K1 inhibitor
CN(C)C(=O)C1=NOC2CN(C(=O)c3ccn(C)n3)CC12 (stereo not given),i,-5%[88.5 µM],-17%[87.6 µM],6%[87.6 µM],-1%[138 µM],x,-1
Cc1ccc(Cl)cc1N1CCN(C(=O)Cn2ncc3c([nH]c4ccccc43)c2=O)CC1,x,x,10%,-9%,x,x,10
O=[S+]([O-])(c1ccncc1)c1nnn2c1nc(NC1CCCC1)c1ccccc12,0%,-17%,-7%,11%,-21%,x,2
O=C1CCCN1CC1CCN(C(=O)c2ccc(N3CCC(CO)C3)nc2)CC1 (stereo not given),i,5%,-5%,4%,-1%,6%,5
CCn1cnnc1CC1CCN(C(=O)NCc2ccccc2)C1 (stereo not given),9%,i,2%,-12%,-2%,-2%,7
Cc1ccc(NC(=O)c2c(C)nn(-c3ccccc3)c2-n2cccc2)c(Cl)c1,x,x,0%,2%,x,x,-12
COc1ccc(CCNCc2c(C(=O)O)c(C)n(Cc3c(F)cccc3Cl)c2C)cc1OC,x,x,11%,-9%,x,x,-10
Cc1nc(CN2C(=O)OC3(CCN(C(=O)Cc4ccccn4)CC3)C2(C)c2ccccc2)cs1 (stereo not given),-18%,u,-6%,11%,u,-15%,3
O=C(c1cnccn1)N1CCC2(CC1)NC(=O)N(Cc1cccc(Cl)c1)C2=O,-10%,i,-13%,13%,-20%,11%,-5
COc1ccc(Cl)cc1NS(=O)(=O)c1cc(Br)cc2c1N(C(=O)C1CC1)CC2,x,x,10%,3%,x,x,-18
O=[S+]([O-])(NC1CCN(c2ccnc3ccnn23)CC1)c1ccccc1,u,i,-24%,3%,u,x,8
O=C(c1ccco1)N(Cc1cccnc1)c1nc2c(F)cc(F)cc2s1,x,x,-4%,1%,x,x,-5
O=C(c1ccc2c(c1)OCO2)N1CC2(Cc3ccccc3NC2=O)C1,-27%,4%,6%,-13%,u,x,-5
COc1ccccc1N1CCN(C(=O)c2cn(CC(C)C)c(=O)c3c2c2ccccc2n3C)CC1,x,x,-19%,3%,x,x,-15
COc1cccc([S+](=O)([O-])N2CC(Oc3ccc(F)c(F)c3)C2)c1,-27%,i,-6%,9%,1%,x,-11
COc1ccc(CN2C[C@@H](F)[C@@H](OCc3nc4ccc(C)cc4[nH]3)C2)cc1,u,5%[88.5 µM],0%[87.6 µM],-6%[87.6 µM],u,-29%[172 µM],-13
Cc1ccc(C(CC(=O)N2CCN(c3ccc([N+](=O)[O-])cc3)CC2)c2cn(C)c3ccccc23)cc1 (stereo not given),u,i,1%,-13%,-23%,-2%,7
CC(C(O)/C=C/C(C)(C)O)C1CCC2(C)C3C(=O)C=C4C(CCC(O)C4(C)C)C3(C)CCC12C (stereo not given),x,i,x,-6%[23.9 µM],x,x,14
CCNC(=O)N[C@H]1[C@H](O)[C@@H](N2CCN(c3ccccc3)CC2)[C@@H]2OC[C@H]1O2,-1%[172 µM],i,5%[87.6 µM],2%[87.6 µM],-24%[174 µM],-5%[172 µM],-1
CC(C)c1ccc(NC(=O)CSc2ncnc3c2sc2ccccc23)cc1,x,x,-5%,5%,x,x,35
Cc1cc(C)c(NC(=O)CCn2c(=O)c3cccn3c3cccnc32)c(C)c1,x,x,-10%,8%,x,x,15
COC(=O)C[C@H]1C(C)(C)[C@H](OC(=O)C(C)C)C2CC3=C4CC(=O)O[C@@H](c5ccoc5)[C@]4(C)CCC3[C@@]1(C)C2=O (stereo not given in full),x,i,x,u,x,x,-3
O=C(Cc1ccccc1F)N1CCC2(CC1)N(c1ccccc1)C(=O)CS2(=O)=O,-6%,i,5%,5%,-9%,7%,13
CCC(C)NC(=O)c1cc2cc(S(=O)(=O)N3CCCCC3)ccc2n1C (stereo not given),x,x,-8%,-7%,x,x,7
Cc1ccccc1CN1CCc2nc(C(=O)NCc3ccncc3)oc2CC1,u,i,-20%[87.6 µM],-11%[87.6 µM],u,-26%[172 µM],-1
CS(=O)(=O)N1CCOc2ccc(CCC(=O)NCc3ccccn3)cc2C1,-25%,i,15%,7%[12.5 µM],-23%,-7%,-8
CC(c1ccon1)N(C)Cc1cn(-c2ccccc2)nn1 (stereo not given),2%,3%,36%[activator],9%,-6%,-17%,12
NC(=O)CSc1ncc2c(n1)-c1ccccc1N(Cc1ccccc1)S2(=O)=O,x,x,-13%,-1%,x,x,24
COc1ccc(C(=O)N2CCCCCCN(C)C(=O)[C@@H]3CCC[C@@H]32)c(OC)c1,-12%,4%,-7%,-4%,-3%,-9%,-10

# Only part of the results is shown. The share of hits here may be higher or lower than overall.
